ATXN2 expr inh = reduces ATXN2 reporter expression in HEK-293 cells; 0.72% of 360,000 active; Potency, µM (doses to about 57 µM), for the others: at the top dose activity change, negative = inhibition, usual class: inhibitors; HEK-293 ATXN2-luciferase reporter, luminescence, 24 h; note: potency is the fitted concentration of half-maximal effect; % is set by controls: 0 for no effect and ±100 for the full control effect; nearly all actives have a fitted effect of over 55% in size
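qHTS (up to 57 uM final) was run with 24 h compound exposure of reporter cells at 37 °C. Each well was multiplexed: SteadyGlo luminescence measured ATXN2-luciferase expression after a fluorogenic Gly-Phe-AFC viability readout (25 uM final).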
S2 tox = viability counter-screen for ATXN expression inhibitors. S2 cells (HEK-293 line with an ATXN2-luciferase reporter) viability, CellTiter-Fluor protease fluorescence, 24 h. Potency, µM (series often up to 56.7 µM), most hits filed as cytotoxic. 0.49% of 400,000 active; note: potency is the fitted concentration of half-maximal effect; nearly all actives have a fitted effect of over 40% in size
IL-1B inflam inh = blocks inflammasome-driven IL-1 beta release | THP-1 LPS/ATP IL-1B secretion, AlphaLISA, 16 h; stronger effect = lower value | activity change, % at 57.5 µM | 4.7% of 360,000 active; in the data active = activity change below about -50%; inconclusive = mostly about -30% to -49%; note: % is set by controls: 0 for no effect and ±100 for the full control effect
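Secreted IL-1B measured by AlphaLISA bead assay after 16 h compound exposure of THP-1 cells; compounds (final up to 57.5 uM) added 1 h before LPS (250 ng/mL) and ATP (1.25 mM) stimulation; lower signal means less secretion.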
HepG2 tox = kills HepG2 cells in TGF-b inhibitor counter-screen | HepG2 CAGA-GFP viability, ATP luminescence, 18 h | Potency, µM (doses to about 46.1 µM), for inactives: at the highest dose activity change, negative = cytotoxicity, hits mostly cytotoxic | 0.76% of 410,000 active; note: potency is the fitted concentration of half-maximal effect; some results filed as inactive show a strong effect at the top dose
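HepG2 CAGA-GFP cells (1000/well, DMEM with 1% FBS) received compound, then TGF-beta at 500 pg/mL final, and were incubated 18 hours at 37 degrees C. Viability was read by CellTiter-Glo luminescence. Media-only wells were set as complete cell-killing and DMSO as no toxicity.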
HT1080NT lethal = kills 2HG-producing HT-1080-NT fibrosarcoma cells | HT-1080-NT fibrosarcoma viability, CellTiter-Glo ATP luminescence, 48 h | Potency, µM (highest dose often 46.1 µM), for inactives: top-dose activity, negative = less viability, actives largely listed as cytotoxic | 1.6% of 360,000 active | AID 686970;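 note: NT is the 2HG producing partner of a matched IDH1 knockdown line; potency is the fitted concentration of half-maximal effect; 0% = DMSO-treated cells and -100% = media-only wells without cells; nearly all actives have a fitted effect of over 55% in size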
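Read-out is CellTiter-Glo luminescence after 10 minutes at room temperature, following 48 hours' compound treatment of HT-1080-NT cells (750 cells/well, RPMI, 5% FBS, 37 degrees C).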
KB-3-1 cytotox = kills parental KB-3-1 adenocarcinoma cells | Potency, µM (doses to about 46.1 µM), for inactives: at the highest dose activity change, negative = cytotoxic, most hits filed as cytotoxic | KB-3-1 viability, CellTiter-Glo ATP luminescence, 72 h | 1.4% of 400,000 active; note: potency is the fitted concentration of half-maximal effect; % is set by controls: 0 for no effect and ±100 for the full control effect; nearly all actives have a fitted effect of over 60% in size
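Parental KB-3-1 adenocarcinoma cells in phenol-red-free DMEM with 10% FBS were pin-treated with compounds at several concentrations, incubated 72 h at 37 °C, and viability read by CellTiter-Glo luminescence; concentration-effect curves were fitted after normalization.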
SW480 rereplic = DNA re-replication induction in SW480 cells. Potency, µM (series often up to 46.1 µM), for inactives: at the highest dose re-replication activation, hits mostly activators. AID 624297. 1.8% of 340,000 active. SW480 DNA re-replication, Hoechst DNA content imaging, 48 h; note: potency is the fitted concentration of half-maximal effect; % of control where 0% means no effect; nearly all actives have a fitted effect of over 55% in size
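Cells (250 per well) received 23 nL compound or DMSO by pin tool and were kept 48 hr at 37 C, 5% CO2. Nuclei were then stained with Hoechst for 40 min and scanned for DNA content.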
MCF10A rereplic = induces DNA re-replication in MCF 10a normal breast cells. MCF 10A DNA re-replication, Hoechst nuclear intensity, 48 h. Potency, µM (titrated, usually from 46.1 µM), for the others: at the highest dose activity, positive = re-replication, hits mostly activators. 2.9% of 350,000 active. AID 624296; note: potency is the fitted concentration of half-maximal effect; % of control where 0% means no effect; nearly all actives have a fitted effect of over 50% in size
HT1080 IDH1KD tx = HT-1080 IDH1 knockdown cell toxicity (counter line). AID 686971. HT-1080 IDH1 knockdown viability, ATP luminescence, 48 h. Potency, µM (doses to about 46.1 µM), inactives show at the top dose activity, negative = toxicity, actives largely listed as cytotoxic. 2% of 360,000 active;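 note: potency is the fitted concentration of half-maximal effect; 0% = DMSO wells and -100% = cell-free medium wells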
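% activity derives from luminescence (CellTiter-Glo), normalised to DMSO and no-cell wells. HT-1080-IDH1KD cells, 750/well, had 48 h compound exposure at 37 °C.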
* marks the source's active call; other numbers are inactive results; i = inactive; ? = inconclusive; . = no result given; [ ] = remark or other dose. Unless noted, calls come from the whole dose curve; as a rule, active = well fitted curve in the direction sought with a large enough effect; inconclusive = small, poorly fitted or top-dose-only effect, or another doubt; inactive = no such curve, though single readings can be large; an effect the other way counts as inactive or inconclusive.

Structure	ATXN2 expr inh	S2 tox	IL-1B inflam inh	HepG2 tox	HT1080NT lethal	KB-3-1 cytotox	SW480 rereplic	MCF10A rereplic	HT1080 IDH1KD tx
S=c1[nH]nc(-c2ccc3ccccc3n2)n1-c1ccc2c(c1)OCCO2	-25%	i	32	9%	-2%	22%	-5%	-2%	-5%
COc1ccc(OC)c2c(N3CC(C)OC(C)C3)cc(C(F)(F)F)nc12 (configuration not stated)	1%	i	6	-2%	-1%	1%	?	-182%[0.0737 µM]	-6%
Cc1ccc(N(C)S(=O)(=O)c2cccc(C(=O)Nc3ccc(N4CCOCC4)cc3)c2)cc1	?	i	1	-21%	-1%	?	7%	18%	-16%
Cc1ccc(NC(=O)CSCC(=O)NCCc2ccccc2)cc1	0%	i	i	0%	-1%	2%	-25%	-1%	-1%
Cc1cccc(CN2C(=O)/C(=C\c3ccc(C(=O)NCCN4CCOCC4)cc3)Sc3ccccc32)c1	?	i	-7	-9%	?	-3%	23µM*	?	?
Cc1cc(C)c2c(Cn3ccnc3)cc(=O)oc2c1	.	i	-19	-34%	-16%	1%	13%	0%	2%
CCN(CC)C(=O)c1cc(Cl)ccc1NC(=O)c1ccco1	1%	i	-2	-9%	9%	11%	-8%	1%	0%
Cc1c(C(=O)N2CCC(Cc3ccccc3)CC2)cccc1[N+](=O)[O-]	-19%	i	-104*	-14%	-2%	0%	2%	?	?
CCCOc1ccc(-c2nnc(-c3ccncc3)o2)cc1	35%[activator]	i	26	-9%	-1%	-23%	-6%	0%	-6%
COc1cccc(/C(O)=C2/C(=O)C(=O)N(CCN(C)C)C2c2ccc(Br)cc2)c1 (configuration not stated)	-13%	i	30	-41%	9%	1%	-4%	2%	3%
Cc1ccc2c(c1)c1nnc(SCC(=O)Nc3ccccc3C(F)(F)F)nc1n2CC(=O)O	12%	i	14	4%	-15%	-6%	-2%	11%	-13%
COc1ccc(S(=O)(=O)N2CCC(C(=O)NCCC(=O)Nc3ccc(Cl)cc3)CC2)cc1	-14%	i	13	-5%	-2%	-10%	24%	6%	-16%
COc1ccc(S(=O)(=O)N(C)CC(=O)NCCC2=CCCCC2)cc1OC	-4%	i	2	-19%	2%	-3%	-2%	1%	1%
CC(C)CN(C(=O)CN1CCN(c2ccc([N+](=O)[O-])cc2)CC1)c1c(N)n(CC(C)C)c(=O)[nH]c1=O	0%	i	9	7%	4%	16%	-10%	1%	2%
CC(=O)Nc1cccc(NC(=O)c2cc(-c3cccnc3)nc3ccc(Cl)cc23)c1	-2%	i	?	-29%	?	17%	-1%	?	?
Cc1ccc2cc(C=C(C#N)C#N)c(N3CCCCC3)nc2c1	2%	i	-1	-32%	?	-4%	16%	1%	?
Cc1cccc(C)c1NC(=O)C(c1ccncc1)N1CCN(CCN(C)C)CC1 (configuration not stated)	.	.	0	.	7%	9%	.	.	14%
CCn1ccnc1CN1CCCC(C(=O)c2ccc3cc(OC)ccc3c2)C1 (configuration not stated)	?	i	-96*	-28%	?	0%	6%	?	?
O=Cc1cccn1-c1ncc(Br)cn1	-22%	i	-10	26%	3%	-1%	-9%	-1%	14%
COc1ccccc1NS(=O)(=O)c1cc(NC(C)=O)ccc1N1CCCCC1	-18%	i	?	2%	-3%	?	8%	14%	-4%
O=C(COc1ccccc1Cl)NCCCNC(=O)c1cccnc1	0%	i	7	-14%	26µM*	7%	8%	3%	?
COc1ccc(CCNS(=O)(=O)c2ccc3c(c2)NC(=O)CS3)cc1OC	2%	i	5	-17%	-9%	0%	-8%	0%	-3%
CC1(C(=O)NS(C)(=O)=O)CCN1C(=O)C/C=C/c1ccccc1 (configuration not stated)	13%	i	-3	27%	?	0%	.	.	23%
O=C(NNC(=O)c1ccncc1)c1ccccc1	-1%	i	-10	-1%	5%	-6%	-8%	6%	0%

In the list so far, these have fluorine.
Structure	ATXN2 expr inh	S2 tox	IL-1B inflam inh	HepG2 tox	HT1080NT lethal	KB-3-1 cytotox	SW480 rereplic	MCF10A rereplic	HT1080 IDH1KD tx
COc1ccc(OC)c2c(N3CC(C)OC(C)C3)cc(C(F)(F)F)nc12 (configuration not stated)	1%	i	6	-2%	-1%	1%	?	-182%[0.0737 µM]	-6%
Cc1ccc2c(c1)c1nnc(SCC(=O)Nc3ccccc3C(F)(F)F)nc1n2CC(=O)O	12%	i	14	4%	-15%	-6%	-2%	11%	-13%

Remaining list, next part
Structure	ATXN2 expr inh	S2 tox	IL-1B inflam inh	HepG2 tox	HT1080NT lethal	KB-3-1 cytotox	SW480 rereplic	MCF10A rereplic	HT1080 IDH1KD tx
CC(Nc1c([N+](=O)[O-])c(=O)oc2ccccc12)C(Cl)c1ccccc1 (configuration not stated)	-10%	i	-67*	-13%	?	?	?	?	?
Clc1ncccc1-c1nnn(-c2ccccc2)n1	94%[activator]	i	27	-24%	6%	0%	1%	-14%	5%
COc1cc(C2NC(=O)NC(C)=C2C(=O)OC2CCCC(C)C2)cc(Br)c1O (configuration not stated)	6%	i	-6	-3%	-4%	-1%	25%	0%	-3%
COCCn1cnc2c1c(=O)n(CC#N)c(=O)n2Cc1ccccc1	27%	i	6	6%	-2%	-3%	-39%[inhibitor]	-14%	-10%
O=C(NN=Cc1cc(Cl)ccc1[N+](=O)[O-])c1ccco1	9%	i	25	0%	1%	2%	-4%	0%	15%
O=C(CCc1nc2ccccc2c(=O)[nH]1)OCC(=O)c1ccc(C2CCCCC2)cc1	12%	i	8	-5%	17%	7%	-11%	12%	21%
CCOC(=O)c1ccccc1NC(=O)N1CCCn2nc(C)cc21	-30%	?	.	1%	.	11%	.	.	.
COc1ccc(O)c(-c2cc(-c3cccs3)[nH]n2)c1	92%[activator]	i	0	-9%	?	0%	26%	4%	?
CC(Oc1ccccc1)C(=O)Nc1cccc([N+](=O)[O-])c1 (configuration not stated)	-7%	i	14	1%	-18%	0%	3%	-4%	-1%
O=C(CC1OC(=O)c2ccccc21)Nc1cc(Cl)ccc1N1CCOCC1 (configuration not stated)	-13%	i	0	-5%	0%[9.24 µM]	-18%	-4%	6%	3%
CC(=O)Nc1ccc(Nc2nc(-c3cc4ccccc4oc3=O)cs2)cc1	-5%	i	-22	-7%	-19%	-9%	-10%	?	1%
Cc1cccc(CC(=O)Nc2ccon2)c1	-13%	i	-4	-23%	2%	18%	-2%	2%	22%

Sorted by value in SW480 rereplic (rising): some entries from above
Compound	SW480 rereplic
O=C(CC1OC(=O)c2ccccc21)Nc1cc(Cl)ccc1N1CCOCC1 (configuration not stated)	-4%
Clc1ncccc1-c1nnn(-c2ccccc2)n1	1%
CC(Oc1ccccc1)C(=O)Nc1cccc([N+](=O)[O-])c1 (configuration not stated)	3%

Laid out differently: entries from further up
compound: CC(Oc1ccccc1)C(=O)Nc1cccc([N+](=O)[O-])c1 (configuration not stated)
  ATXN2 expr inh = -7%
  S2 tox = i
  IL-1B inflam inh = 14
  HepG2 tox = 1%
  HT1080NT lethal = -18%
  KB-3-1 cytotox = 0%
  SW480 rereplic = 3%
  MCF10A rereplic = -4%
  HT1080 IDH1KD tx = -1%

compound: CCOC(=O)c1ccccc1NC(=O)N1CCCn2nc(C)cc21
  ATXN2 expr inh = -30%
  S2 tox = ?
  IL-1B inflam inh = .
  HepG2 tox = 1%
  HT1080NT lethal = .
  KB-3-1 cytotox = 11%
  SW480 rereplic = .
  MCF10A rereplic = .
  HT1080 IDH1KD tx = .

compound: COCCn1cnc2c1c(=O)n(CC#N)c(=O)n2Cc1ccccc1
  ATXN2 expr inh = 27%
  S2 tox = i
  IL-1B inflam inh = 6
  HepG2 tox = 6%
  HT1080NT lethal = -2%
  KB-3-1 cytotox = -3%
  SW480 rereplic = -39%[inhibitor]
  MCF10A rereplic = -14%
  HT1080 IDH1KD tx = -10%

compound: COc1ccc(O)c(-c2cc(-c3cccs3)[nH]n2)c1
  ATXN2 expr inh = 92%[activator]
  S2 tox = i
  IL-1B inflam inh = 0
  HepG2 tox = -9%
  HT1080NT lethal = ?
  KB-3-1 cytotox = 0%
  SW480 rereplic = 26%
  MCF10A rereplic = 4%
  HT1080 IDH1KD tx = ?

Next section
Structure	ATXN2 expr inh	S2 tox	IL-1B inflam inh	HepG2 tox	HT1080NT lethal	KB-3-1 cytotox	SW480 rereplic	MCF10A rereplic	HT1080 IDH1KD tx
CCc1nnc(NC(=O)c2ccc(F)c(S(=O)(=O)N3CCCCC3)c2)s1	-16%	i	-12	-3%	-5%	-6%	-20%	-24%	-1%
COc1cc([N+](=O)[O-])ccc1NC(=O)NCC1CCN(Cc2ccc(Cl)cc2)CC1	-19%	i	-79*	-12%	?	?	?	9%	?
COc1cccc(C(=O)NNC(=S)NC2CCCCC2)c1	32%	i	-7	-12%	0%	-14%	-3%	-12%	0%
COc1cccc(Nc2nc(-c3sc(NC(=O)CC(C)C)nc3C)cs2)c1	9%	i	-3	-23%	10%	?	-4%	18%	-3%
COc1ccc(OC)c(Cc2nnc(CCC(=O)N3CCN(C4CCCC4)CC3)o2)c1	80%[activator]	i	14	-1%	9%	3%	-4%	12%	?
CCCC(=O)C1=C(O)C(C(=O)OC)C(C)(C)CC1=N (configuration not stated)	-7%	i	8	0%	-1%	11%	-3%	-4%	0%
O=C(NC(=O)c1ccccc1N1CCCCC1)Nc1ccc(Br)cc1	14%	i	-14	-4%	7%	7%	-23%	-3%	16%
CC1(C)CC(=O)C/C(=N\NC(=O)C2CC2c2ccccc2)C1 (configuration not stated)	.	i	-9	-4%	1%	-7%	-7%	-2%	-2%
O=C(Cn1cc([N+](=O)[O-])cn1)NCc1ccccc1Cl	28%	i	-4	16%	9%	3%	?	0%	20%
Cn1c(C(=O)N2CCCC(C(=O)NCc3ccccc3)C2)cc2sccc21 (configuration not stated)	-7%	i	-16	4%	-1%	?	-4%	7%	-20%
CCn1c(COc2ccc(OC)cc2)nc2ccccc21	43%[activator]	i	-15	-18%	-1%	-1%	-2%	12%	-18%
CCOC(=O)c1c(-c2ccc(C)cc2)csc1NC(=O)c1nc(SCC)ncc1Cl	9%	i	.	-5%	.	6%	.	.	.

Screens from PubChem.
